High-throughput results deposited in PubChem by School of Medicine, Boston University.
PL synth Enamine: phospholipid synthesis inhibitors, CHO cells, primary screen, ZR-82 cells, Enamine library, screen 3 | ZR-82 CHO cells, pyrene fatty acid UV survival, CellTiter Blue; peroxisome-deficient CHO-K1 mutant line; plus DGAT-1, DGAT-2 and ACAT inhibitors | calls only at 10 µM | 20,000 compounds, 0.4% hits;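 active = cell survival signal 2 SD away from solvent-only control wells, confirmed on one or two retests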;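 note: 3 h compound exposure then viability read about one day after UV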
Calls only; i = inactive; + = active, no number. This is a subset. The share of hits here may be higher or lower than overall.

SMILES	PL synth Enamine
Cc1cc(C(=O)NCC(F)(F)F)no1	i
Clc1cc2c(c(CSc3nnc4ccccn34)c1)OCOC2	i
Cc1cccc(-c2n[nH]c(=S)o2)c1	i
COc1cc(/C=c2\s/c(=C\C(=O)c3cc(OC)cc(OC)c3)[nH]c2=O)cc(OC)c1	i
O=C1c2ccccc2C(=O)N1CSc1n[nH]c2nc3ccccc3n12	i
CCCCn1c(=O)[nH]c2c(c1=O)CCC2	i
Cc1[nH]c(=O)[nH]c1C	i
C=CCn1c(-c2c(C)oc3ccccc23)csc1=NS(=O)(=O)c1ccccc1	i
Fc1ccc(/C=C/c2ccc3ccccc3n2)cc1	i
O=S(=O)(c1ccccc1)c1ccc(Cl)c(Cl)c1	i
Cc1cc(=O)[nH]c(NN=C2c3ccccc3-c3ccccc32)n1	i
O=[N+]([O-])c1ccc2c(c1)[nH]c(=S)n2-c1ccc(F)cc1	i
CCCN(CCC)C1=CC(=[N+]2CCCC2)CC(C)(C)C1	i
O=[N+]([O-])c1ccc(Cl)c(S(=O)(=O)N2CCCC2)c1	i
Cc1cc(CSc2nnc(-c3cc4c(s3)CCC(C)C4)o2)on1 (stereo not drawn)	i
CN1/C(=C\C=C(c2nc3ccccc3s2)c2nc3ccccc3s2)C(C)(C)c2ccccc21	i
O=C1CCCCC1Sc1nn(-c2ccc(F)cc2)c(=S)s1 (stereo not drawn)	i
O=C1Nc2ccccc2C12OCCCO2	i
CN(C(=O)CSc1nnc(C2CC2)n1C1CC1)C1CCS(=O)(=O)C1 (stereo not drawn)	i
C(=N\NC1=Nc2cccc3cccc1c23)/c1cccnc1	i
NC(N)=N/N=C/C(Cl)=C/c1ccccc1	i
NCCSc1n[nH]c(=O)[nH]c1=O	i
O=P1(NCc2ccncc2)C=C(c2ccccc2)OC(c2ccccc2)=C1	i
O=C(Nc1sc2c(c1C(=O)NC1CCS(=O)(=O)C1)CCCC2)c1ccco1 (stereo not drawn)	i
CCCCn1c(=O)[nH]c(=O)c2c1nc(CNCCOC)n2CCC	i

New compounds follow:
SMILES	PL synth Enamine
CC1CCCCN1C(=S)NCc1ccco1 (stereo not drawn)	i
CCOC(=O)c1[nH]c(C)c(C(=O)O)c1C	i
CN(C)CCn1c2ccccc2n2cc(-c3ccc(-c4ccccc4)cc3)nc12	i
O=S(=O)(Nc1ccc2ccccc2c1)c1ccc(S(=O)(=O)N2CCCC2)cc1	i
C(=N\n1c(-c2ccco2)csc1=Nc1cccnc1)/c1ccccn1	i
CC(C)CN(CC(C)C)Cn1nc(-c2sc3ccccc3c2Cl)n(-c2ccccc2)c1=S	i
NC(=O)NCCCC(=O)OCC(=O)c1ccc(Br)s1	i
NC(=O)NC1(C(F)(F)F)Oc2ccccc2O1	i
O=S(=O)(c1ccc(Cl)cc1)C(F)(F)C(F)(F)C(F)(F)F	i
OCCNc1ncnc2c1oc1ccccc12	i
O=C(O)c1n[nH]c(=O)c2ccccc12	i
O=S(=O)(Nc1cccnc1)c1cc(Br)ccc1Br	i
Cc1cc(-n2c(C)cc(/C=C/C(=O)O)c2C)no1	i
Cc1cc(C)nc(NN=CC2=C(O)CC(C)(C)CC2=O)n1	i
Cc1nc(CC(=O)O)cs1	i
Cn1c(SCc2cc(=O)n3ccsc3n2)nnc1-c1cc2c(s1)CCC(C(C)(C)C)C2 (stereo not drawn)	i
S=C(Nc1cccnc1)Nc1cccc2cnccc12	i
O=C(COC(=O)CC12CC3CC(CC(Br)(C3)C1)C2)NC1CCS(=O)(=O)C1 (stereo not drawn)	i
C/C(=N\NP1(=O)C=C(c2ccccc2)OC(c2ccccc2)=C1)c1ccccc1	i
C=CCN=c1scc(-c2ccc(C)cc2)n1/N=C(\C)c1cccnc1	i
O=C(COC(=O)c1csc2c1CCCC2)c1ccc(Cl)s1	i
O=C(OCC(=O)C12CC3CC(CC(C3)C1)C2)c1ccno1	i
Cc1cc(C(=O)CN2C(=O)C(=O)N(CCc3cccs3)C2=O)c(C)n1Cc1ccco1	i
CCOC(=O)N/N=C(\C)c1ccc(C)o1	i
Cc1ccc(OCc2c(C)cc(C)c(COc3ccc(C)nc3[N+](=O)[O-])c2C)c([N+](=O)[O-])n1	i

Structures from the list above that have a furan ring, fused or not (7):
SMILES	PL synth Enamine
C=CCn1c(-c2c(C)oc3ccccc23)csc1=NS(=O)(=O)c1ccccc1	i
O=C(Nc1sc2c(c1C(=O)NC1CCS(=O)(=O)C1)CCCC2)c1ccco1 (stereo not drawn)	i
CC1CCCCN1C(=S)NCc1ccco1 (stereo not drawn)	i
C(=N\n1c(-c2ccco2)csc1=Nc1cccnc1)/c1ccccn1	i
OCCNc1ncnc2c1oc1ccccc12	i
Cc1cc(C(=O)CN2C(=O)C(=O)N(CCc3cccs3)C2=O)c(C)n1Cc1ccco1	i
CCOC(=O)N/N=C(\C)c1ccc(C)o1	i

Next records:
SMILES	PL synth Enamine
Cc1cc(C)nc(SCCS(=O)(=O)c2ccc(C(C)(C)C)cc2)n1	i
COc1ccc2nc(SCC3CC3(Cl)Cl)[nH]c2c1 (stereo not drawn)	i
CN(C(=O)CS)c1nc2c3ccccc3ncn2n1	i
COc1cc(-c2nnc(COc3cc(C(F)(F)F)cc(C(F)(F)F)c3)o2)cc(OC)c1OC	i
COC(CN=Cc1c(O)n(C)c(=O)n(C)c1=O)OC	i
O=c1[nH]c(=O)c2nc3ccccc3nc2[nH]1	i
O=S(=O)(c1ccc2c(c1)CCC2)N1CCCC1c1ccc2c(c1)OCCO2 (stereo not drawn)	i
Fc1ccc(NC(=S)NC2CCCCC2)c(F)c1F	i
CCN(CC)c1ccc2c(c1)OC(=O)N(c1ccc(Cl)c(Cl)c1)P2(=O)N1CCOCC1 (stereo not drawn)	i
CCOC(=O)c1sc2nc(C(C)Sc3nc(C)cs3)[nH]c(=O)c2c1C (stereo not drawn)	i
C=CCn1c(C)cc(C(=O)CN2C(=O)NC(C)(C3CC3)C2=O)c1C (stereo not drawn)	i
Cc1cc(C(=O)CSc2ncnc3sccc23)c(C)n1C(C)C	i
CC(C)N(C(=O)CN1C(=O)NC2(CCCCCC2)C1=O)C(C)C	i
CCCn1c2c(c(=O)n(CC(=O)NC(C)(C)C)c1=O)C(=O)C(C)N2CC(=O)NC(C)(C)C (stereo not drawn)	i
Cc1cc(C(=O)OCc2cc(=O)n3ccsc3n2)c(C)n1C1CC1	i
CC(=O)c1c(C)[nH]c(C(=O)COC(=O)C2(C)CC2(Cl)Cl)c1C (stereo not drawn)	i
CCCC(=O)C1C(=O)CC(C)(C)C(c2cc(C)no2)C1=O (stereo not drawn)	i
S=c1oc2ccc(Cl)cc2n1CN1CCOCC1	i
CN(C(=O)/C=C/C(=O)O)C1CCCCC1	i
O=[N+]([O-])c1ccc(N=Nc2c(O)[nH]c3ccc(Br)cc23)cc1	+
COC(=O)c1sc(N)c(C(=O)OC)c1CSc1n[nH]c(N)n1	i
O=C(NNC(=O)C1COc2ccccc2O1)c1ccc2ccccc2n1 (stereo not drawn)	i
Cc1cc(C(=O)CSc2nnnn2Cc2cccs2)c(C)n1CC1CCCO1 (stereo not drawn)	i
NC(N)=NS(=O)(=O)c1ccc(N)cc1	i
Fc1cccc(C2C=C(c3cccnc3)Nc3nc(C(F)(F)F)nn32)c1 (stereo not drawn)	i

Sorted by number of heavy atoms (rising): 6 of the compounds above
SMILES	PL synth Enamine
CN(C(=O)/C=C/C(=O)O)C1CCCCC1	i
COc1ccc2nc(SCC3CC3(Cl)Cl)[nH]c2c1 (stereo not drawn)	i
Fc1ccc(NC(=S)NC2CCCCC2)c(F)c1F	i
CC(=O)c1c(C)[nH]c(C(=O)COC(=O)C2(C)CC2(Cl)Cl)c1C (stereo not drawn)	i
CC(C)N(C(=O)CN1C(=O)NC2(CCCCCC2)C1=O)C(C)C	i
C=CCn1c(C)cc(C(=O)CN2C(=O)NC(C)(C3CC3)C2=O)c1C (stereo not drawn)	i

Other records follow.
SMILES	PL synth Enamine
CNC(=O)NC(=O)COC(=O)/C=C/c1ccco1	i
Cc1cc(C)c(C)c(S(=O)(=O)N2c3ccccc3CC2C)c1C (stereo not drawn)	i
c1ccc(N=c2scc(-c3cccs3)n2-c2ccccc2)cc1	i
CC1CCc2nc(NC(=O)CCN3C(=O)NC4(CCCC4)C3=O)sc2C1 (stereo not drawn)	i
Nc1cc(C(F)(F)F)ccc1O	i
COP1(=S)/C(=C2/N(C)c3ccccc3C2(C)C)C=Nc2c(C)nn(-c3ccccc3)c21 (stereo not drawn)	i
O=S(=O)(NCCN1CCCC1)c1ccc2c(c1)OCCO2	i
OCCSc1nnc(-c2c[nH]c3ccccc23)n1C1CC1	i
OC(CN(C1CCCCC1)C1CCCCC1)Cn1c2ccc(Br)cc2c2cc(Br)ccc21 (stereo not drawn)	i
O=S(=O)(c1cccc(Br)c1)N(CC(F)(F)F)S(=O)(=O)c1cccc(Br)c1	i
CN1/C(=C\P(=O)(C2CCCCC2)N2CCOCC2)C(C)(C)c2ccccc21 (stereo not drawn)	i
Cc1sc2nc(CSc3nnc(-c4cccs4)n3C3CC3)[nH]c(=O)c2c1C	i
Cn1c2c(c(=O)n(C)c1=O)C(c1cccc(C(F)(F)F)c1)C1=C(N2)c2ccccc2C1=O (stereo not drawn)	i
O=C(N=C1N=C2C=CC(Cl)=CN2Cc2ccccc21)c1ccccn1	i
Nc1nnc(SCC(=O)Nc2ccnn2C2CCCC2)n1CC(=O)Nc1ccnn1C1CCCC1	i
CC(C)N1C(=O)C2(N=C(N)Nc3nc4ccccc4n32)c2ccccc21 (stereo not drawn)	i
FC(F)Sc1ccc(-n2c(-c3cccnc3)n[nH]c2=S)cc1	i
CCCCCCCC[n+]1cccc2ccccc21	i
Nc1nc(N)nc(CN2CCCC2c2nc3ccccc3s2)n1 (stereo not drawn)	i
CCCn1c(SCc2nc(N)nc(N)n2)nc2sc3c(c2c1=O)CCC3	i
CC1(C)CC2CC(C)(CN2S(=O)(=O)c2cccc(Cl)c2Cl)C1 (stereo not drawn)	i
CCN(CC)S(=O)(=O)c1ccc(=O)[nH]c1	i
O=C(OC1CCCCCC1)C1CCCN(C2=NS(=O)(=O)c3ccccc32)C1 (stereo not drawn)	i
C=CCn1c(SCC(=O)N2CCCCC2)nc2sc3c(c2c1=O)CCC3	i
Nc1c(C(=O)CSc2nnc3ccccn23)c(=O)[nH]c(=O)n1C1CC1	i

The last six records of the section above open the next one:
SMILES	PL synth Enamine
CCCn1c(SCc2nc(N)nc(N)n2)nc2sc3c(c2c1=O)CCC3	i
CC1(C)CC2CC(C)(CN2S(=O)(=O)c2cccc(Cl)c2Cl)C1 (stereo not drawn)	i
CCN(CC)S(=O)(=O)c1ccc(=O)[nH]c1	i
O=C(OC1CCCCCC1)C1CCCN(C2=NS(=O)(=O)c3ccccc32)C1 (stereo not drawn)	i
C=CCn1c(SCC(=O)N2CCCCC2)nc2sc3c(c2c1=O)CCC3	i
Nc1c(C(=O)CSc2nnc3ccccn23)c(=O)[nH]c(=O)n1C1CC1	i
CC1(c2ccc3c(c2)OCO3)NC(=O)NC1=O (stereo not drawn)	i
CC(NC(=O)C12CC3CC(CC(C3)C1)C2)C(=O)NC(C)(C)CO (stereo not drawn)	i
Cc1cc(C2=NNC(=Nc3ccc(SC(F)F)cc3)SC2)c(C)n1-c1ccc(F)cc1	i
CCCn1c(N)c(C(=O)CSc2nn3c(=O)c(C(C)(C)C)nnc3s2)c(=O)n(C)c1=O	i
O=S(=O)(NC1CCSc2ccccc21)c1ccc2c(c1)OCCCO2 (stereo not drawn)	i
C[n+]1ccccc1Sc1nnc(-c2ccccc2)c(-c2ccccc2)n1	i
CCN1C(=O)/C(=C2\SC(=S)N(C3CCS(=O)(=O)C3)C2=O)c2ccccc21 (stereo not drawn)	i
CCCc1cc(=O)[nH]c(SCc2cn3cc(C)ccc3n2)n1	i
Cc1cc(C)c2[nH]c(=S)cc(C)c2c1	i
CCCSc1nsc(N)n1	i
Fc1ccccc1Cc1nnc2n1N=C(c1ccccc1)CS2	i
OC1(c2ccccc2)CN(c2ccccc2)C2=[N+]1CCCS2 (stereo not drawn)	i
CCOC(=O)c1c(N)sc2c1CCC2	i
O=C(O)C1CCN(c2ncnc3sc4c(c23)CCC4)CC1	i
FC(F)Oc1ccc(NC(=S)NNC(=S)Nc2cccnc2)cc1	i
CN=c1scc(-c2ccccc2)n1/N=C/c1cccc(Br)c1	i
C=CCN1C(=O)/C(=C/c2c(N3CCC(C)CC3)nc3c(C)cccn3c2=O)SC1=S	i
S=c1[nH]nc(-c2cccnc2)n1Cc1ccco1	i
O=S(=O)(c1ccc(Sc2nnnn2C2CC2)nc1)N1CCCCC1	i
COc1ccc(S(=O)(=O)N(C)C2CCS(=O)(=O)C2)cc1OC (stereo not drawn)	i
O=C(NC(=S)NCCN1CCOCC1)c1ccco1	i
C=CCn1c(SCC(=O)Nc2sc3c(c2C(N)=O)CCC3)nc2sc3c(c2c1=O)CCC3	i
O=P1(NCc2ccc(Cl)cc2)C=C(c2ccccc2)SC(c2ccccc2)=C1	i
C/C(=N\NC(=O)CO/N=C(\C)c1cccs1)c1cccs1	i
c1nc(NN=C2C3CC4CC(C3)CC2C4)c2c3c(sc2n1)CCC3	i

Next compounds
SMILES	PL synth Enamine
S=C(NCc1cccs1)N1CCN(c2ncccn2)CC1	i
Cc1cc(C(C)(C)C)cc(C)c1S(N)(=O)=O	i
Oc1[nH]c2ccccc2c1N=Nc1ncnc2sc3c(c12)CCC3	i
O=S(=O)(Nc1ccc2cn[nH]c2c1)c1ccc(Br)cc1Cl	i
COc1cc(Nc2nc(C(F)(F)F)nc3ccccc23)cc(OC)c1	i
O=[N+]([O-])c1ccc(Oc2ccc3c(c2)OCO3)cc1	i
CC1CCC(NC(=O)C(NC(N)=O)C(C)C)CC1 (stereo not drawn)	i
CN(C)CCCN(CCCN(C)C)Cn1nc(-c2ccccc2)n(C)c1=S	i
CCc1nc2sc3c(c2c2nnnn12)CCCC3	i
NC(=O)CSC(F)(F)F	i
Cc1ccc(C)c(OCCn2c(C(C)(C)C)nc3ccccc32)c1	i
C/C(CCC(C)C)=N\Nc1ccc(S(N)(=O)=O)cc1[N+](=O)[O-]	i
O=C(COC(=O)c1ccc([N+](=O)[O-])o1)NCC(F)(F)F	i
